HCV core dimer: blocks dimerization of HCV core protein. inhibition, % at 5 µM. AID 1899. actives 0.33% (n = 300,000). TR-FRET GST/Flag-core106 dimerization, 1536-well;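 active = inhibition above the mean of all tested compounds plus 3 SD, set per screening campaign, cut at about 45% in these data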
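Test system: GST/Flag-tagged HCV core106 proteins; Medium: KF-containing HEPES buffer, pH 7.45, DTT, CHAPS, BSA; Times: compound-protein-antibody incubation 4 h at 22.5 °C; Detection: TR-FRET 671 and 617 nm emission; Benchmarks: wells lacking GST-core106 and wells with excess unlabelled core106.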
GASC-1 inh: inhibitors of human GASC-1 (JMJD2C) demethylase; Q9H3R0; GST-JMJD2C(1-420) H3K9me3 demethylation, DELFIA europium; inhibition, % at 2.35 µM; actives 0.069% (n = 330,000); AID 2099;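 active = more than half of a compound's replicate wells show inhibition beyond 50%, single wells judged on their own value; inconclusive = some, but no more than half, of replicates pass 50% inhibition; inactive = no replicate passes 50% inhibition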;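 also: signal counts dimethyl H3K9 product captured on neutravidin plate; 0% = median of DMSO wells and 100% = 0.3 times that DMSO median; strong numbers were not always called active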
Target sequence (Q9H3R0 1-420 limits assumed): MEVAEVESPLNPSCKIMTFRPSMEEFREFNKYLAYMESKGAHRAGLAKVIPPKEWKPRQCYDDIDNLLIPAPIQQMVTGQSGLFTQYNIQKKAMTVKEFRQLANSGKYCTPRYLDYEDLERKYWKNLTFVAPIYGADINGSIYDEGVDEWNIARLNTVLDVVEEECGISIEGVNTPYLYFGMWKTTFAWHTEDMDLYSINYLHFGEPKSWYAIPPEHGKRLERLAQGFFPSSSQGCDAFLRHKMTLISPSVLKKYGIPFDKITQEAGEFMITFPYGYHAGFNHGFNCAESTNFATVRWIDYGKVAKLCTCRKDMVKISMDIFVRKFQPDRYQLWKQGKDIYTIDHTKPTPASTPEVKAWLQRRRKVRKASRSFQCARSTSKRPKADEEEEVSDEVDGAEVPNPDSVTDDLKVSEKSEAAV
EBNA-1 inhibitor: blocks EBNA-1 binding to DNA; EBNA-1 DNA binding, fluorescence polarization; AID 1950; inhibition, % at 14.8 µM; actives 0.34% (n = 300,000); in the data active = inhibition above about 28%
Fh CTSL1 inh: cathepsin L1 inhibition, PFM18AAP counter-screen; recombinant F. hepatica cathepsin L1, Z-Leu-Arg-MCA fluorescence; inhibition, % at 5.96 µM; actives 0.49% (n = 300,000); AID 1906;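 active = inhibition above the mean of all tested compounds plus 3 SD, set per screening campaign, cut at about 17% in these data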;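 also: 0% = plate median of test compound wells and 100% = 1 µM Z-Phe-Ala-diazomethylketone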
PP1 counter: PP1-alpha (human) inhibition in PP5 counter-screen; actives 0.9% (n = 320,000); P62136; AID 2235; purified PP1alpha, OMFP fluorescence; inhibition, % at 6.7 µM;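 active = inhibition above the mean inhibition of all tested compounds plus 3 SD, computed separately for each screening campaign, cut at about 15% in these data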
PP5 primary: PP5 (human) phosphatase inhibition; P53041; inhibition, % at 6.7 µM; actives 0.18% (n = 320,000); purified PP5c, OMFP substrate fluorescence;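 active = inhibition above the campaign's mean inhibition across all tested compounds plus 3 SD, cut at about 9.5% in these data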;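 also: 0% = DMSO only and 100% = 100 µM cantharidin control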
Target sequence (P53041 whole entry, looked up): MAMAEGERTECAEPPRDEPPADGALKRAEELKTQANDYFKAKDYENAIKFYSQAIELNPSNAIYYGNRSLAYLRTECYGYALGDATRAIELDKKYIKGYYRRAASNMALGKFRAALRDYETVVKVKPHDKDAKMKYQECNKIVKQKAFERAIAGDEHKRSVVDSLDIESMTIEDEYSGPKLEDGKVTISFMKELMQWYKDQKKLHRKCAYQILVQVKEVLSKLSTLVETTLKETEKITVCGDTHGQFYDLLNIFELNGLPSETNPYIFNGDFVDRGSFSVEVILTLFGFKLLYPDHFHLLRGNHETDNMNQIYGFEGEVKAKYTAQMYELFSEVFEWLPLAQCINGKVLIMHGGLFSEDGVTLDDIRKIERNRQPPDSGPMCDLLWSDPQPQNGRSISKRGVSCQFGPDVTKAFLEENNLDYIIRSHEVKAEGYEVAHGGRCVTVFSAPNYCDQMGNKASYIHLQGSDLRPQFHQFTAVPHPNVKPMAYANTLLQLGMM
ZTA counter: blocks Epstein-Barr virus ZTA, an EBNA-1 counter-screen | P03206 | ZTA-DNA binding, fluorescence polarization | inhibition, % at 11 µM | actives 0.15% (n = 320,000); in the data active = inhibition above about 33%
TPT1 inhibitor: blocks Candida albicans tRNA 2'-phosphotransferase. inhibition, % at 5 µM. recombinant caTPT1, FP RNA substrate dephosphorylation. actives 0.81% (n = 300,000);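 active = inhibition above the mean of all tested compounds plus 3 SD, set per screening campaign, cut at about 24% in these data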;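 also: plate controls were DMSO alone for no effect and ferristatin control at 100 nM for full effect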
CR mimetic SO: caloric restriction mimetics inhibiting age-related superoxide in yeast; S. cerevisiae aged cells, superoxide DHE fluorescence; active compounds read low; superoxide response (% of plate mean), % at 10 µM; actives 0.18% (n = 330,000); AID 2690;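 active = superoxide response under a set limit, about three screen SD below normal, cut at about 65% in these data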;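 also: yeast aged for seven days with compound at 30 °C before DHE staining; 100% = average MFI of all compound-treated wells on the plate with controls excluded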
An asterisk follows results filed as active; u = inconclusive; x = no result given; & = joins results of further samples.

Start of the data: the first three compounds (preview)
Order of values – PP5 primary | Fh CTSL1 inh | EBNA-1 inhibitor | CR mimetic SO | TPT1 inhibitor | GASC-1 inh | ZTA counter | HCV core dimer | PP1 counter
- Cc1nn(-c2ccccc2)c(C)c1/C=N/NC(=O)c1cc(-c2ccc(Br)s2)[nH]n1
  0.6 | 1 | 20 | 99 | -3 | 0 | -2 | 4 | -4
- Cc1ccc(S(=O)(=O)N2[C@@H](c3ccccc3)C(C(=O)O)=CC[C@H]2c2cccs2)cc1
  1.8 | 1 | 3 | 96 | 0 | x | -2 | 7 | 0
- Cc1ccc(N2CC(C(=O)NCCS(=O)(=O)N3CCN(c4ccc(F)cc4)CC3)CC2=O)cc1 (configuration not stated)
  -0.8 | 0 | 11 | 119 | -2 | 24 | 14 | 2 | -2

All compounds of this part, previewed entries included:
Order of values – PP5 primary | Fh CTSL1 inh | EBNA-1 inhibitor | CR mimetic SO | TPT1 inhibitor | GASC-1 inh | ZTA counter | HCV core dimer | PP1 counter
- Cc1nn(-c2ccccc2)c(C)c1/C=N/NC(=O)c1cc(-c2ccc(Br)s2)[nH]n1
  0.6 | 1 | 20 | 99 | -3 | 0 | -2 | 4 | -4
- Cc1ccc(S(=O)(=O)N2[C@@H](c3ccccc3)C(C(=O)O)=CC[C@H]2c2cccs2)cc1
  1.8 | 1 | 3 | 96 | 0 | x | -2 | 7 | 0
- Cc1ccc(N2CC(C(=O)NCCS(=O)(=O)N3CCN(c4ccc(F)cc4)CC3)CC2=O)cc1 (configuration not stated)
  -0.8 | 0 | 11 | 119 | -2 | 24 | 14 | 2 | -2
- COc1ccc(Cn2nnc(C(=O)Nc3ccc4c(c3)OCCO4)c2N)cc1Br
  5.5 | 0 | 18 | 93 | -1 | -1 | -6 | 1 | 4
- COC(=O)c1ccccc1NC(=S)NC(C)=O
  -1.2 | 2 | 0 | 86 | 0 | 10 | -22 | -4 | 6
- COC(=O)c1cn(-c2ccc(Cl)cc2)c(=O)c2ccccc12
  3.8 | 2 | 1 | 89 | 1 | 3 | 5 | 7 | -1
- Nc1cccc(C(=O)Nc2ccc3nc(-c4cccnc4)[nH]c3c2)c1
  1.6 | 3 | -1 | 95 | 0 | -10 | 8 | 2 | 0
- O=C(Cn1c(COc2ccccc2)nc2ccccc21)Nc1cccc(Cl)c1
  -0.5 | -3 | 16 | 102 | 6 | -9 | 13 | 5 | 0
- Cc1nn(-c2ccccc2)c(C)c1-c1cc(C(=O)N/N=C/c2cccnc2)[nH]n1
  3.1 | -2 | -2 | 85 | -4 | 6 | -4 | 2 | -5
- Cc1onc(-c2c(F)cccc2Cl)c1C(=O)OCC(=O)NC(c1ccccc1)c1ccccc1
  4.4 | 3 | -1 | 95 | -2 | -7 | 7 | 0 | 2
- O=C(Cc1cccs1)NNC(=S)NC(=O)c1ccccc1
  -2.0 | 2 | -3 | 125 | 0 | -50 | 5 | -2 | 3
- CCn1ncc(/C=N\NC(=O)COc2cc(C)cc(C)c2)c1C
  1.4 | 0 | -3 | 106 | -4 | 1 | 5 | 7 | -2
- Brc1ccc2nc(-c3cccs3)c(NCC3CCCO3)n2c1 (configuration not stated)
  -1.7 | 7 | 4 | 98 | -3 | -5 | 3 | -1 | -2
- CN1CCN(S(=O)(=O)c2ccc(NC(=O)c3ccc(Br)o3)cc2)CC1
  1.0 | 2 | -1 | 88 | -2 | 2 | -10 | 5 | -4
- O=C1CC2(CCCCC2)Oc2ccc(F)cc21
  4.3 | -3 | -1 | 101 | 4 | -10 | 13 | -3 | 3
- CCCn1c(-c2cccs2)nc2c1c(=O)[nH]c(=O)n2Cc1ccccc1
  3.6 | 0 | 4 | 100 | 1 | u | 0 | 3 | 6
- Cc1c(C(=O)O)cc(C(C)(C)C)n1CCSCCO
  1.1 | 0 | -11 | 102 | -2 | 20 | -7 | 0 | 4
- Cc1ccc2nsnc2c1NC(=O)c1ccccc1[N+](=O)[O-]
  2.0 | 0 | -8 | 107 | -2 | 7 | 9 | -5 | -5
- COc1cccc2cc(C(=O)N3C(C)CCCC3C)c(=O)oc12 (configuration not stated)
  0.2 | -3 | 3 | 118 | 2 | -4 | 20 | 3 | 3
- COc1ccc(OC)c(NC(=O)CSc2nc(N)c(-c3ccccc3)c(=O)[nH]2)c1
  3.5 | -2 | -2 | 101 | -2 | 0 | -9 | -2 | -6
- CCOc1cc(-c2sc(Nc3ccccc3)n[n+]2-c2ccc(F)cc2)ccc1OC
  -6.9 | -7 | -5 | 115 | -3 | -19 | -4 | -16 | 10
- CC(C)(C)C(=O)N1CCC[C@@]1(CO)C(=O)O
  1.9 | 0 | 4 | 102 | 0 | 0 | 5 | -6 | -3
- COc1ccc(Cc2c(O)nc(SCC(=O)NC34CC5CC(CC(C5)C3)C4)[nH]c2=O)cc1
  -1.4&3.5 | -3&0 | -2&-8 | 106&101 | 2&3 | -7&-6 | 7&-8 | 9&2 | 1&-2
- Cn1cccc1C(C#N)c1ncc(C(F)(F)F)cc1Cl (configuration not stated)
  0.2 | 0 | 3 | 95 | 1 | -9 | -6 | 0 | -2
- Cc1ccc(C)c(NC(=O)CCC(=O)N/N=C/c2ccc[nH]2)c1
  1.4 | 2 | 9 | 81 | 1 | -3 | -10 | 1 | 0
- CCN1CNC(=S)N(Cc2ccccc2)C1
  1.8 | 0 | -9 | 104 | 1 | -34 | 6 | -3 | -4
- CC1=CSC2=NC(=O)/C(=C\c3cccn3-c3ccc([N+](=O)[O-])cc3)C(=N)N12
  1.7 | 1 | 8 | 106 | -1 | 2 | -1 | 22 | 4
- Cc1nnc(NC(=O)Oc2ccccc2)s1
  -0.9 | 1 | 4 | 102 | 1 | 9 | 13 | -1 | -7
- COc1ccccc1-c1nc(C(=O)NCC2CCCO2)cc2c1[nH]c1ccccc12 (configuration not stated)
  5.3 | 6 | 2 | 113 | 1 | 13 | 2 | 5 | 1
- O=C(NCCNc1ccc([N+](=O)[O-])cc1)c1ccccc1F
  -0.8 | 11 | -13 | 101 | -1 | -11 | -8 | -2 | 0

(next part)
Order of values – PP5 primary | Fh CTSL1 inh | EBNA-1 inhibitor | CR mimetic SO | TPT1 inhibitor | GASC-1 inh | ZTA counter | HCV core dimer | PP1 counter
- C=CCOc1ccc(CN(C)CC(O)COc2ccc(CCC(C)=O)cc2)cc1 (configuration not stated)
  0.5 | 9 | 6 | 99 | 0 | 4 | -1 | 4 | -1
- CCCCn1c(N)c(N(CC(C)C)C(=O)C2CC(=O)N(Cc3ccco3)C2)c(=O)[nH]c1=O (configuration not stated)
  0.4 | -2 | 5 | 99 | -2 | -13 | 16 | -2 | -5
- COc1ccc(/C=C2\C(=O)NC(=S)N2C(=O)c2ccc(F)cc2)cc1
  -3.8 | 5 | 9 | 96 | 148* | 0 | 13 | 8 | -1
- CC(C)CCNC(=O)c1ccc2c(c1)N(C)C(=O)c1ccccc1S2
  2.6 | 1 | -10 | 123 | 3 | -20 | -12 | -1 | 1
- COc1ccccc1C(=O)NNC(=O)c1cccc(O)c1
  -0.9 | 3 | 10 | 89 | -6 | -1 | -23 | -5 | 3
- Cc1onc(-c2ccccc2Cl)c1C(=O)OCC(=O)N1CCN(c2ccccc2)CC1
  3.2 | -2 | -4 | 98 | -2 | -22 | -8 | 7 | -10
- CCOC(=O)c1ccc(NC(=O)Cn2c(-c3nonc3N)nc3ccccc32)cc1
  0.8 | 1 | 31* | 110 | 9 | -13 | 27 | 15 | 4
- CCN(CC(=O)NCc1cccs1)S(=O)(=O)c1ccc([N+](=O)[O-])cc1
  0.3 | 2 | -1 | 124 | -2 | -2 | -30 | -1 | -8
- Cc1cccc(NCc2cc(Cl)ccc2O)n1
  0.9 | -3 | 3 | 95 | 0 | -8 | 6 | -2 | -1
- CCCCN(C(=O)COc1ccc(NC(C)=O)cc1)C1CCS(=O)(=O)C1 (configuration not stated)
  -1.7 | 0 | -3 | 81 | -2 | 5 | 0 | -6 | -2
- Cc1ccc(/C=[N+](\[O-])c2ccccc2C)o1
  -1.7 | -1 | -3 | 93 | 5 | 0 | 7 | -3 | -2
- O=C(N/N=C/c1cccnc1)c1ccc(F)cc1
  -1.9 | 0 | 8 | 133 | -1 | 2 | 3 | -1 | 0
- CCOC(=O)c1oc2cc(O)cc(C)c2c(=O)c1-c1cscn1
  3.3 | 2 | 0 | 106 | -4 | -9 | 9 | -2 | -2
- COc1ccccc1C(=O)Nc1nc2cc3c(cc2s1)OCCO3
  3.8 | -2 | 24 | 134 | 3 | 4 | 1 | -2 | 12
- Cc1cc(N2CCN(C)CC2)nc2ccc(NC(=O)CCC(=O)NCc3ccco3)cc12
  3.9 | 0 | 4 | 100 | -4 | -23 | -9 | 0 | -4
- O=C1NCCCC2c3c(cc(Br)c(O)c3Br)OC12N1CCCCC1 (configuration not stated)
  1.8 | 2 | -16 | 87 | -2 | 1 | -5 | -7 | -2
- CC1(C)SC(=S)N(Cc2ccc3c(c2)OCO3)C1N(O)C(=O)NC1CCCCC1 (configuration not stated)
  4.4 | -4 | -18 | 106 | -4 | 3 | -9 | 6 | 1
- CC(=O)N(c1ccc(C)cc1)c1nc(C)cc(C)c1C#N
  2.4 | 0 | 9 | 100 | 5 | 5 | 2 | 1 | -3
- COC(=O)C1=C(C)NC(=S)NC1c1ccc(-c2ccccc2C(=O)OC)o1 (configuration not stated)
  -1.0 | 1 | 2 | 82 | -3 | 11 | -4 | 3 | -2
- Nc1ccc(Cl)cc1/C(=N/O)c1ccccc1
  0.0 | -1 | 11 | 116 | -3 | -10 | -8 | 1 | 1
- Cc1cc(C)nc(NCCCc2ccccc2)n1
  1.8 | -5 | 1 | 87 | -1 | -10 | 6 | 0 | 0
- COc1ccc(C(=O)Nc2ccnn2C2CCN(C(=O)c3cc(C)on3)CC2)cc1
  2.3 | 2 | 5 | 108 | 4 | -1 | 7 | 3 | -3

One compound at a time (already shown). Order of values: PP5 primary, Fh CTSL1 inh, EBNA-1 inhibitor, CR mimetic SO, TPT1 inhibitor, GASC-1 inh, ZTA counter, HCV core dimer, PP1 counter
`COc1ccc(C(=O)Nc2ccnn2C2CCN(C(=O)c3cc(C)on3)CC2)cc1` across the screens: 2.3, 2, 5, 108, 4, -1, 7, 3, -3
`Nc1ccc(Cl)cc1/C(=N/O)c1ccccc1` across the screens: 0.0, -1, 11, 116, -3, -10, -8, 1, 1
`O=C1NCCCC2c3c(cc(Br)c(O)c3Br)OC12N1CCCCC1` (configuration not stated) across the screens: 1.8, 2, -16, 87, -2, 1, -5, -7, -2
`CCN(CC(=O)NCc1cccs1)S(=O)(=O)c1ccc([N+](=O)[O-])cc1` across the screens: 0.3, 2, -1, 124, -2, -2, -30, -1, -8
`CCOC(=O)c1ccc(NC(=O)Cn2c(-c3nonc3N)nc3ccccc32)cc1` across the screens: 0.8, 1, 31*, 110, 9, -13, 27, 15, 4
